# RNase H inhibition: RNase H inhibition, HIV 1 Gag Pol polyprotein, FRET biochemical assay, screening (AID 372). actives 0.77% (n = 100,000). HIV-1 RT RNase H, FRET RNA/DNA substrate fluorescence; higher % means a stronger effect. inhibition, % at 10 µM, or IC50 in µM where a hit was titrated; in the data active = inhibition above about 50%
# Starred values were filed as active, the others as inactive.
compound	RNase H inhibition
CSc1nc2c(c(=O)n1C)C1(CCCCC1)Cc1ccccc1-2	17%
O=c1[nH]c(NCCCO)nc2sc3c(c12)CCCC3	7%
CC1CCCN(C(=O)CCc2ccccc2)C1 (stereo not drawn)	16%
COCCCNCCOCCOc1ccc(OC)cc1	10%
Cc1cccc(-n2c(C)cc(/C=N\NC(=O)c3cccs3)c2C)c1	46%
Cc1cc(OCC(=O)NCc2ccc3c(c2)OCO3)ccc1Br	10%
N#C/C(N=Cc1ccc(C#Cc2ccccc2)cc1)=C(\C#N)N=Cc1ccc(C#Cc2ccccc2)cc1	7%
CCOc1ccc(-n2nc3ccc(NC(=S)NC(=O)c4cccc(Cl)c4)cc3n2)cc1	8%
COc1ccc(C(=O)Nc2cccc(-c3nc4ccccc4s3)c2C)cc1	16%
COc1ccccc1OCC(=O)NNC(=O)c1cnccn1	1%
Cc1ccccc1C(=O)NC(=S)Nc1ccc2oc(-c3ccccc3C)nc2c1	16%
CN(C)c1ccc(C=Nc2ccccc2C#N)cc1	10%
Brc1ccccc1OCCCCCN1CCOCC1	5%
CCOC(=O)c1ccc(NC(=S)NCc2cccs2)cc1	13%
O=C1CC(N2CCC(Cc3ccccc3)CC2)C(=O)N1c1ccc(Br)cc1 (stereo not drawn)	20%
Cc1cccc(C)c1NC(=O)C(=O)NCC1CCCO1 (stereo not drawn)	13%
C=CCOc1c(Cl)cc(/C=C2\C(=O)NC(=O)N(c3cccc(Br)c3)C2=O)cc1OC	0%
O=C(O)Cc1cc(=O)oc2cc(O)ccc12	6%
CC(=O)Nc1ccc(NC(=S)NC(=O)c2cccc(Br)c2)cc1	0%
CN(C)c1ccc(/C=N\NC(=O)c2ccc(=O)[nH]n2)cc1	5%
Cc1ccc(C=Nc2ccc(Br)cc2)o1	1%
COc1cccc(NC(=O)COc2c(C)cc(C)cc2Cl)c1	13%
CCOC(=O)C(CCCOc1ccccc1C(C)(C)C)C(=O)OCC	13%
Cc1ccc(N=Cc2ccc(C=Nc3ccc(C)cc3O)cc2)c(O)c1	5%
O=[N+]([O-])c1ccc2c(c1)C(N1CCOCC1)/C(=C/COc1ccc(Cl)cc1Cl)O2 (stereo not drawn)	21%
Cc1cccc(C2=N/C(=C/c3ccc([N+](=O)[O-])cc3)C(=O)N2c2ccc(O)cc2)c1	44%
O=C(Cc1ccccc1)N1N=CCC1(O)c1ccccc1 (stereo not drawn)	25%
COC(=O)c1cc(NC(=O)c2ccc(-c3cccc(Cl)c3C)o2)cc(C(=O)OC)c1	30%
Cc1cc(I)ccc1NS(=O)(=O)c1cc(Cl)ccc1Cl	28%
CN(CCCC(=O)O)S(=O)(=O)c1ccc2c(c1)C(=O)c1cc(S(=O)(=O)N(C)CCCC(=O)O)ccc1-2	4%
C=CCOC(=O)C1=C(C)NC(C)=C(C(=O)OCC=C)C1c1ccc(C)cc1	9%
COC(=O)CSc1nc2sc3c(c2c(=O)n1-c1ccc(OC)cc1)CC(C)(C)OC3	4%
COc1ccc(NC(=O)c2cc(Br)ccc2OC)cc1OC	12%
CCOC(=O)C1=C(C)N(C)C(=O)NC1c1ccc(O)c(OCC)c1 (stereo not drawn)	8%
CC1=C(C#N)C(c2cccc(F)c2)C2=C(CCCC2=O)N1 (stereo not drawn)	0%
CC(Oc1ccccc1)C(=O)Nc1cc(C(N)=O)c(Cl)cc1Cl (stereo not drawn)	9%
CCOC(=O)/C(C#N)=C/c1ccc(-c2cccc(C(F)(F)F)c2)o1	3%
CCC(NC(C)=O)c1ccc(Br)cc1 (stereo not drawn)	0%
O=C(NCc1ccc2c(c1)OCO2)NC12CC3CC(CC(C3)C1)C2	3%
CC(C)(CNC(c1ccccc1)c1ccccc1)NS(=O)(=O)c1ccc(Cl)cc1	12%

# Two entries from above, field by field.
CCOC(=O)/C(C#N)=C/c1ccc(-c2cccc(C(F)(F)F)c2)o1
- RNase H inhibition = 3%

CCC(NC(C)=O)c1ccc(Br)cc1 (stereo not drawn)
- RNase H inhibition = 0%

# Next part.
compound	RNase H inhibition
O=C(NC(Nc1ccccc1C(F)(F)F)C(Cl)(Cl)Cl)c1cccs1 (stereo not drawn)	1%
COc1ccc(C(NC(=O)C(C)C)c2c(O)ccc3ccccc23)cc1 (stereo not drawn)	11%
C/C(=N/NC(=O)c1ccc(O)cc1)c1cccs1	8%
CCOC(=O)c1c(C)nc2ccc(Cl)cc2c1-c1ccccc1	1%
COc1ccc(/C=N/c2nc3ccccc3n2Cc2ccc(C(C)(C)C)cc2)c2c(OC)cccc12	8%
CC1(O)CC(=O)C(C(=O)c2ccccc2)C(c2ccc([N+](=O)[O-])cc2)C1C(=O)c1ccccc1 (stereo not drawn)	10%
NC(=O)C1(N2CCCCC2)CCN(C2CC(=O)N(c3ccc(Br)cc3)C2=O)CC1 (stereo not drawn)	1%
CCOC(=O)c1cccc(NC(=O)/C=C/c2ccccc2)c1	1%
CCC(CC)C(=O)Nc1ccc(N(C)C)cc1	0%
CCOC(=O)c1c(NC(=O)c2ccccc2F)sc(C(=O)Nc2cccc(Cl)c2C)c1C	8%
O=C(O)/C=C\C(=O)Nc1cccc(O)c1	0%
O=C1NC(=O)/C(=C\c2ccccc2Cl)S1	8%
Cc1ccc(OCC(=O)Nc2ccccc2F)cc1	0%
CC(C)=C1C(=O)NN(c2ccc(Cl)cc2)C1=O	4%
COCc1cc(C(C)(C)C)c(O)c(O)c1C(C)(C)C	5%
CC(C)C(=O)Nc1sc2c(c1C(N)=O)CCCCC2	0%
CCOC(=O)/C(C#N)=C1\C=CNC(=O)N1	6%
N/C(=N\OC(=O)c1cccc(F)c1)c1ccc(Br)cc1	4%
O=C(Nc1ccc(-c2nc3cccnc3o2)cc1)c1ccc([N+](=O)[O-])cc1Cl	12%
COc1ccc(Cl)cc1NC(=O)c1nn2c(c1Cl)NC(c1cccs1)CC2C(F)(F)F (stereo not drawn)	13%

# Another view of some results above:
smiles: COc1cccc(NC(=O)COc2c(C)cc(C)cc2Cl)c1
  RNase H inhibition = 13%

smiles: CCOC(=O)C(CCCOc1ccccc1C(C)(C)C)C(=O)OCC
  RNase H inhibition = 13%

# (list continues)
SMILES	RNase H inhibition
O=C(Nc1ccc(I)cn1)C12CC3CC(CC(C3)C1)C2	7%
CCc1cc(OCCCCOc2cccc(OC)c2)ccc1Cl	11%
Cc1ccc(NC(=O)CSc2cc(Cl)ccc2Cl)cc1	15%
Cc1cccc(NC(=O)c2c(NC(=O)c3ccccc3)sc3c2CCCC3)c1	44%
Cc1ccc(CNC(=O)C(=O)Nc2ccc(C)c(C)c2)cc1	0%
O=C1/C(=C/c2cccc(O)c2)SC(=S)N1c1cccc(Br)c1	33%
CN1CCc2c(sc3c2C(=O)NC(c2ccc4ccccc4c2)N3)C1 (stereo not drawn)	22%
COc1cc([N+](=O)[O-])ccc1NC(=O)COc1ccc(C)cc1C	17%
CCCCNc1c(C)c(O)cc2cc(OC)c(OC)cc12	0%
S=C(NCc1ccccc1)N/N=C/c1ccco1	22%
CCOC(=O)c1c(NC(=O)c2ccc(F)cc2)sc(C(=O)Nc2ccccc2OCC)c1C	10%
CC(=O)c1ccc(NC(=O)c2c(Cl)cccc2Cl)cc1	4%
NC(=O)c1cc(NC(=O)c2ccc([N+](=O)[O-])cc2)c(Cl)cc1Cl	10%
COc1ccccc1-c1c(C(F)(F)F)oc2cc(OCc3cccc(Cl)c3)ccc2c1=O	20%
Cc1cc(C)n(C(=O)c2ccc([N+](=O)[O-])cc2Cl)n1	0%
CCc1ccc2oc(-c3ccc(NC(=O)c4ccccc4F)cc3)nc2c1	25%
COCCNS(=O)(=O)c1c(C)cc(C)cc1C	1%
CC(=O)c1sc(NC(=O)c2ccoc2C)nc1C	5%
CCC(=O)NC(=S)Nc1ccc(C(=O)OC)cc1	14%
CCOC(=O)c1ccc(-n2c(C)cc(/C=N/NC(N)=S)c2C)cc1	22%
O=c1/c(=C\c2ccc(-c3cccc(Br)c3)o2)sc2nc3ccccc3n12	1%
COC(=O)CCC(=O)Nc1cc(Cl)ccc1Cl	9%
COc1cccc2c(Cl)c(C/C=C(/C)Cl)c(C)nc12	4%
COc1c(Br)cc(Br)cc1/C=c1\sc2nc3ccccc3n2c1=O	4%
C/C(=N/NC(=O)c1ccoc1C)C12CC3CC(CC(C3)C1)C2	14%
COc1cc(C2C(C#N)=C(N)OC3=C2C(=O)CCC3)cc(OC)c1OC (stereo not drawn)	10%
O=C(N/N=C/c1ccc(/C=N/NC(=O)c2ccc(O)cc2O)cc1)c1ccc(O)cc1O	6%
CC(=O)c1ccc(NC(=O)C2CCC(C)(C(=O)O)C2(C)C)cc1 (stereo not drawn)	5%
COC(=O)c1ccc(NC(=O)c2cccc(Cl)c2)cc1	0%
COc1ccc(/C=C(\NC(=O)c2ccccc2)C(=O)N/N=C(\C)c2ccc3ccccc3c2)cc1	21%
C=CCN1C(=O)/C(=C/c2ccc(OCCOc3ccc(OC)cc3)c(OC)c2)SC1=S	12%
COc1ccc(-n2nc3cc(C)c(NC(=O)c4ccc(Cl)c([N+](=O)[O-])c4)cc3n2)cc1	16%
O=C(Nc1nccs1)c1ccc(Oc2ccc(C(=O)Nc3nccs3)cc2)cc1	5%
CC1=CC(C)(C)N(CC(=O)c2ccccc2)c2ccc(C(c3ccccc3)(c3ccccc3)c3ccccc3)cc21	8%
Cc1cccc(N/C=C/C(=O)c2ccc(Cl)cc2)c1	14%
Cc1ccccc1NCN1C(=O)CSC1=O	20%
O=C1S/C(=C\c2ccc(Br)c([N+](=O)[O-])c2)C(=O)N1c1ccccc1	21%
O=C(NCCSCc1ccccc1Cl)C(c1ccccc1)c1ccccc1	45%
N/C(=N\OC(=O)COc1ccc2ccccc2c1)c1cccc([N+](=O)[O-])c1	14%
CCCCN(CCCC)C(=O)c1ccccc1F	13%

# The final six entries of the section before open the next one.
SMILES	RNase H inhibition
Cc1cccc(N/C=C/C(=O)c2ccc(Cl)cc2)c1	14%
Cc1ccccc1NCN1C(=O)CSC1=O	20%
O=C1S/C(=C\c2ccc(Br)c([N+](=O)[O-])c2)C(=O)N1c1ccccc1	21%
O=C(NCCSCc1ccccc1Cl)C(c1ccccc1)c1ccccc1	45%
N/C(=N\OC(=O)COc1ccc2ccccc2c1)c1cccc([N+](=O)[O-])c1	14%
CCCCN(CCCC)C(=O)c1ccccc1F	13%
O=c1cc(-c2ccc([N+](=O)[O-])cc2)nc2cc(-c3cccc(Cl)c3)[nH]n12	8%
Cc1ccc(C2C(C(=O)/C=C/c3ccccc3)=C(O)C(=O)N2CCCCCC(=O)O)cc1 (stereo not drawn)	0%
CCOc1ccccc1NC(=O)/C=C/c1ccc(OC)cc1	12%
NS(=O)(=O)c1ccc(N=C2NC(=O)CS2)cc1	2%
O=[N+]([O-])c1ccc(Cl)c(-n2ncnc2-c2ccc(F)cc2)c1	20%
O=c1c2c(nc(SCCc3ccccc3)n1-c1ccccc1)-c1ccccc1CC21CCCC1	16%
COCCNC(=O)CN(c1ccc(OC)cc1OC)S(=O)(=O)c1ccccc1[N+](=O)[O-]	39%
COc1ccc(-c2csc(-c3c[nH]c4ccccc34)n2)cc1	22%
O=C(Nc1nc2ccccc2s1)c1ccc(S(=O)(=O)N2CCCCC2)cc1	8%
O=C(Nc1ccc(O)c(-c2nc3ccccc3o2)c1)c1cccc(OCc2ccccc2)c1	0%
Clc1ccc(N2CCN(C3C4CC5CC(C4)CC3C5)CC2)cc1 (stereo not drawn)	5%
COc1ccc(/C=C(\NC(=O)c2ccccc2)C(=O)NCCCn2ccnc2)cc1	4%
O=[N+]([O-])c1ccc(N2CCCC2)cc1NCc1ccc(Cl)cc1	14%
CC(=O)Nc1ccc(S(=O)(=O)Nc2ccccc2C#N)cc1	0%
COc1ccc2cc(S(=O)(=O)Oc3ccc(Cl)cc3)ccc2c1	13%
O=C1/C(=C\Nc2ccccc2O)CCc2ccccc21	21%
CC(NC(=O)C(c1ccccc1)c1ccccc1)C(=O)NCCN(C)C (stereo not drawn)	10%
Cc1ccc2oc(-c3ccc(NC(=O)c4ccc(C)c(C)c4)cc3)nc2c1	20%
COc1cc2c(C)nc3c(cnn3-c3ccccc3)c2cc1OC	17%
COc1ccc(C2CC(=O)C3=C(C2)NC(C)=C(C(=O)OCC(C)C)C3c2cccc([N+](=O)[O-])c2)cc1 (stereo not drawn)	0%
Cc1ccc(C(=O)NC(=S)Nc2ccc(I)cc2)cc1	8%
COc1ccc(CONC(=Nc2ccc(C)cc2)c2nonc2N)cc1[N+](=O)[O-]	45%
CCSC1(SCC)N=C(N)C2(C#N)C(c3ccccc3)NC3=C(CCCC3)C12C#N (stereo not drawn)	7%
COc1ccc(OC)c(NC(=O)CC(c2ccccc2)c2ccccc2)c1	27%
CCc1ccc(NC(=O)c2cc([N+](=O)[O-])cc([N+](=O)[O-])c2)cc1	2%
CC(=O)Nc1cccc(Oc2ccc3c(c2)C(=O)N(c2ccccc2)C3=O)c1	5%
Cc1ccc(C)c(-c2csc(N)c2C(=O)OC(C)C)c1	0%
COC(=O)c1c(NC(=O)C2C3C=CC(C3)C2C(=O)O)sc2c1CCC2 (stereo not drawn)	1%
CC(=O)c1ccc(N2C(=O)CC(N(C)Cc3ccccc3)C2=O)cc1 (stereo not drawn)	4%
Cc1ccc(N(CC(O)CN2CCOCC2)S(=O)(=O)c2ccccc2)cc1 (stereo not drawn)	7%
CCCC1(CC)NC(=S)N(c2ccc(C)cc2)N1 (stereo not drawn)	23%
CC(C)(C)c1cc(Br)cc(C=Nc2ccccc2C#N)c1O	8%
COc1cc(C2C3=C(CC(C)(C)CC3=O)OC3=C2C(=O)CC(C)(C)C3)cc(Br)c1OC	10%
O=C(N/N=C/c1ccco1)c1ccc(Br)cc1	0%
O=C(Nc1ccc(Br)cc1)c1cnccn1	14%

# Screening results from PubChem BioAssay.

# The list is partial; rates above refer to the full screens.
